Screening data deposited in PubChem by several laboratories.
AID2073 – inhibitors of Mint1-CaV2.2 protein interaction, biochemical, HTRF (AID 2073); hit rate 0.19% among 290,000; Voltage-dependent N-type calcium channel subunit alpha-1B (Homo sapiens); HTRF protein-protein interaction, Mint1-CaV2.2; higher % means a stronger effect; one-dose inhibition, % at 20 µM; IC50 in µM for titrated hits; in the data active = inhibition mostly above about 51%, no sharp cut-off; note: some results filed as inactive read as strong as hits
GPR55 LPI antagonism – GPR55 antagonists blocking LPI-driven arrestin recruitment, primary screen, imaging, U2OS, beta-arrestin-GFP, LPI agonist (AID 2013). U2OS GPR55 beta-arrestin-GFP translocation imaging, LPI antagonism; higher % means a stronger effect. hit rate 0.13% among 290,000. one-dose inhibition, % at 10 µM; IC50 in µM for titrated hits. G-protein coupled receptor 55 (Homo sapiens);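 active = spots per cell inhibited over 60%, with over 100 cells counted and total cytoplasm intensity under 500,000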;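 note: U2OS cells stably carrying GPR55 and arrestin-GFP stimulated by 5 µM LPI near EC80; imaged beta-arrestin-GFP aggregate spots per cell after agonist stimulation; plate controls were LPI-stimulated DMSO wells for no effect and DMSO wells without LPI for full effect; some results filed as inactive read as strong as hits; confirmed hits need IC50 under 10 µM and bright autofluorescent wells are also inconclusive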
NTR1 agonist – agonists of NTR1, primary screen, imaging, U2OS cells, beta-arrestin-GFP, high content (AID 493036). Neurotensin receptor type 1 (Homo sapiens), P30989. NTR1-U2OS beta-arrestin-GFP spot imaging, agonist mode. activation, % at 20 µM. hit rate 0.17% among 330,000;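 active = activation at or above 40% of the spot to cytoplasm intensity ratio, with at least 20 cells analyzed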;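 note: 0% = DMSO without peptide and 100% = 100 nM NTR1 peptide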
Target sequence (P30989 whole entry, looked up): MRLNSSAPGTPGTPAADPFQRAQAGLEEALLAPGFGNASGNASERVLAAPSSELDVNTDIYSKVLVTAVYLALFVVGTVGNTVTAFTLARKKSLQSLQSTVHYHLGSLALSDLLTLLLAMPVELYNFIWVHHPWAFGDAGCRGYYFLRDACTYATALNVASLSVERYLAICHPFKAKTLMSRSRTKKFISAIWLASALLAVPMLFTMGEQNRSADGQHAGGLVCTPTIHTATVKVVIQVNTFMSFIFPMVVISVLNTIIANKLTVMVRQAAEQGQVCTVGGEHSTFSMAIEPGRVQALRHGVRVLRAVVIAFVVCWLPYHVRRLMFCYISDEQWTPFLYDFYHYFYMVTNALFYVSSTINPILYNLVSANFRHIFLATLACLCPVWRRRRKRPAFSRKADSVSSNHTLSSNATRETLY
UTI89 phage lysis – inhibition of K1F phage lysis, E. coli UTI89, bacterial capsule biogenesis inhibitors, alamar blue (AID 488966). E. coli UTI89 K1F phage lysis, alamar blue, 2 h; higher % means a stronger effect. inhibition, % at 100 µM; hits with a dose series show IC50 in µM. hit rate 0.02% among 340,000;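 active = phage lysis inhibition, versus mean bacterial control, above a set limit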;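 note: capsule biogenesis inhibitors block K1F phage lysis so surviving cells raise fluorescence; higher fluorescence means more inhibition of phage lysis; actives were called in the ten point dose series up to 300 µM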
GPR35 arrestin U2OS – GPR35 antagonists blocking zaprinast-driven arrestin recruitment, primary screen, imaging, U2OS, beta-arrestin-GFP, zaprinast agonist (AID 2058); G-protein coupled receptor 35 (Homo sapiens); U2OS GPR35 beta-arrestin-GFP translocation imaging, zaprinast antagonism; higher % means a stronger effect; one-dose inhibition, % at 10 µM; IC50 in µM for titrated hits; hit rate 0.052% among 290,000;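 active = inhibition of at least 50% with at least 30 cells and total cytoplasm GFP at most 10,000,000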
HIV peptide binding – inhibitors of HIV fusion peptide binding, primary screen, biochemical, uHTS, fluorescence dequenching (AID 1986); hit rate 0.3% among 290,000; cell-free peptide binding, fluorescence dequenching, 30 min; higher % means a stronger effect; inhibition, % at 20 µM; hits with a dose series show IC50 in µM; in the data active = inhibition mostly above about 52%, no sharp cut-off; inactive = mostly below about 76%; note: some results filed as inactive read as strong as hits
GPR55 beta-arrestin – GPR55 agonists via beta-arrestin recruitment, primary screen, imaging, U2OS cells, beta-arrestin-GFP redistribution (AID 1961); G-protein coupled receptor 55 (Homo sapiens); hit rate 0.048% among 290,000; activation, % at 10 µM, or EC50 in µM where a hit was titrated; U2OS GPR55 beta-arrestin-GFP redistribution imaging; higher % means a stronger effect;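 active = activation above 40% with more than 50 cells counted in the well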;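 note: U2OS osteosarcoma cells stably expressing GPR55 and beta-arrestin-GFP; plate controls were DMSO negative control for no effect and LPI positive control for full effect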
SIAH1 antagonists – Siah-1 peptide-binding antagonists, primary screen, biochemical, fluorescence polarization, rhodamine-plectin, uHTS (AID 1817); E3 ubiquitin-protein ligase SIAH1 (Homo sapiens); Siah-1 / rhodamine-plectin peptide fluorescence polarization; higher % means a stronger effect; one-dose displacement, % at 20 µM; IC50 in µM for titrated hits; hit rate 0.02% among 290,000;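 active = displacement of at least 50% at 20 µM, with a fluorescence ratio check between 0.3 and a set limit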;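 note: plate controls were Siah plus tracer with DMSO for no effect and tracer alone without Siah for full effect; strong numbers were not always called active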
Dengue-2 NS5 capping – Dengue-2 NS5 methyltransferase inhibitors, primary screen, biochemical, confirmation dose response (AID 588689). inhibition, % at 25 µM; hits with a dose series show IC50 in µM. Genome polyprotein (Dengue virus type 2 (strain 16681-PDK53)). hit rate 0.3% among 340,000. Dengue-2 NS5 methyltransferase capping enzyme assay, biochemical; higher % means a stronger effect; in the data active = a potency from the dose series
NTR1 agonist cell count 20 µM – recorded beside NTR1 agonist, whose call it bears; cell count; measured here: cell count, cytotoxicity flag
* marks the source's active call; other numbers are inactive results; i = inactive; · = no result given; [ ] = remark or other dose. An unsorted share of the library; any-hit rate near 1.2%.

SMILES	AID2073	GPR55 LPI antagonism	NTR1 agonist	NTR1 agonist cell count 20 µM	UTI89 phage lysis	GPR35 arrestin U2OS	HIV peptide binding	GPR55 beta-arrestin	SIAH1 antagonists	Dengue-2 NS5 capping
O=C(Nc1cccc(C(F)(F)F)c1)c1ccc(N2CCNCC2)c([N+](=O)[O-])c1	-10%	-4%	3.2	69	·	7%	-1.0%	-0.1%	0%	·
Cc1ccc2cc(C)c(SCC(=O)NCc3ccco3)nc2c1	24%	-8%	0.4	41	3.3%	-3%	0.3%	-0.1%	-2%	4%
O=C1Cc2cc(S(=O)(=O)N3CCCCC3)ccc2N1	12%	4%	-0.6	62	1.6%	-8%	0.6%	-0.2%	1%	-2%
CCc1ccc(NC(=O)CSc2nc(CSc3ccc(C)cc3)cc(=O)[nH]2)cc1	13%	0%	0.1	41	-0.8%[50 µM]	-8%	1.7%	0.0%	0%	-4%
O=S(=O)(c1ccc(-c2csc(Nc3ccc(Br)cc3)n2)cc1)N1CCCC1	-7%	-7%	3.0	69	2.5%	-6%	-0.2%	0.0%	0%	-3%
CN(C)CCCN(C(=O)C1COc2ccccc2O1)c1nc2cc3c(cc2s1)OCO3 (stereo unspecified)	-1%	0%	-0.5	49	2.0%[50 µM]	12%	-0.4%	-0.1%	-3%	-5%
CCCc1c(C(=O)OCC)sc(N)c1C#N	12%	-2%	2.2	51	-0.3%	-17%	-0.5%	-0.1%	1%	1%
COc1ccccc1NC(=O)C1CCN(c2ncccn2)CC1	17%	5%	-0.2	74	4.2%	1%	-2.2%	-0.1%	2%	0%
CC(=O)CCc1c(C)[nH]c2ccccc2c1=O	3%	7%	-0.4	49	-0.1%	12%	0.4%	-0.4%	-1%	2%
CC(=O)OCCN(Cc1ccccc1)Cc1ccc2c(c1)OCO2	-1%	-1%	0.2	70	1.7%	16%	0.8%	0.2%	-1%	8%
COc1cc2c(cc1OC)C(C(=O)N(C)Cc1ccccc1)C(c1cccnc1)N(C)C2=O (stereo unspecified)	-17%	10%	2.8	59	0.6%	-17%	-2.1%	-0.3%	1%	-2%
COc1ccc(C(C)(C)C)cc1NC(=O)COC(=O)c1cc(SC)ccc1Cl	14%	15%	4.5	86	0.2%	-2%	3.1%	0.3%	5%	-4%
CCOc1cc(C(=O)Nc2ccc(NC(C)=O)cc2)ccc1OCC(=O)N1CCCCC1	-2%	33%	-0.2	59	0.4%[50 µM]	-5%	-0.1%	-0.1%	2%	0%
O=C(/C=C/c1ccc2c(c1)OCCCO2)c1ccc2ccccc2c1O	8%	6%	0.9	37	2.8%	12%	0.4%	2.1%	6%	-2%
CCCCCc1c(C)nc(N2CCc3ccccc32)[nH]c1=O	7%	-4%	·	·	0.3%	11%	1.1%	-0.5%	-1%	0%
C=CCc1cccc(CNc2nc3ccccc3n2CCC)c1O	-10%	8%	16	74	-0.2%	2%	-1.9%	-0.1%	-2%	-2%
CC(C)n1nc(C(=O)OCn2nnc3ccccc3c2=O)c2ccccc2c1=O	-9%	-3%	4.3	58	-1.8%	-2%	0.8%	0.2%	4%	-7%
O=C(c1ccccc1[N+](=O)[O-])N1CCCC(C(=O)N2CCCCCC2)C1 (stereo unspecified)	14%	6%	-0.5	61	-0.5%	0%	0.9%	-0.2%	3%	0%
Cc1ccc(Cn2c(=O)c3c(ncn3C)n(C)c2=O)cc1	4%	4%	-0.3	60	-0.8%	15%	1.1%	1.1%	2%	8%
Cc1oc2c(Cl)c(Cl)c(O)c(CN(C)C)c2c1C(=O)c1ccc(Cl)cc1	-22%	9%	3.3	64	0.5%	6%	-1.0%	-0.1%	4%	6%
C[C@H](NC(=O)Cc1cccc2ccccc12)C(=O)N1CCCN(C)CC1	-7%	-4%	1.0	52	0.3%	15%	1.4%	-0.2%	-2%	2%
Cc1ccc2c(c1)N(CCCC(=O)NCCCN1CCCCC1)C(=O)CO2	-5%	9%	-3.3	62	-0.3%	-1%	1.8%	-0.1%	-2%	-3%
CC(C)NC(=O)c1ccc2c(c1)N(CC(=O)N1CCCCC1)C(=O)C(C)(C)O2	-7%	0%	0.8	56	0.2%	-12%	1.0%	0.0%	3%	-1%
NC(=O)c1ccc[n+](CC(=O)c2cccc([N+](=O)[O-])c2)c1	-4%	6%	0.2	75	0.0%	15%	0.7%	0.0%	1%	4%
Cc1ccn(C(C)CC(=O)Nc2ccc(-c3ccno3)cc2)n1 (stereo unspecified)	6%	-18%	0.9	75	0.4%	24%	-2.5%	2.3%	-7%	0%

The results go on:
SMILES	AID2073	GPR55 LPI antagonism	NTR1 agonist	NTR1 agonist cell count 20 µM	UTI89 phage lysis	GPR35 arrestin U2OS	HIV peptide binding	GPR55 beta-arrestin	SIAH1 antagonists	Dengue-2 NS5 capping
O=C(c1ccc(Sc2ccc(F)cc2)c([N+](=O)[O-])c1)N1CCOCC1	-1%	12%	0.6	47	0.1%	6%	0.3%	-0.4%	6%	-7%
COc1cccc(CN2CCNC(=O)C2CC(=O)NCc2cn3ccccc3n2)c1OC (stereo unspecified)	-1%	7%	2.1	53	0.2%	3%	5.8%	0.2%	-1%	4%
Cc1ccc(OCc2cc(C(=O)N3CCN(c4ccccc4)CC3)no2)cc1C	1%	6%	2.7	68	0.8%	-5%	1.9%	-0.1%	9%	-1%
CC(C)CC(NC(N)=O)C(=O)NCc1ccccc1Cl (stereo unspecified)	-8%	-1%	0.7	65	1.7%	-8%	0.4%	0.6%	-4%	-4%
Cc1cc(NC(=O)CCC(=O)N(c2cccnc2)C(C(=O)NC2CCCC2)c2ccccc2F)no1 (stereo unspecified)	-2%	2%	-2.1	63	·	4%	-0.8%	0.3%	0%	·
Cc1ccc(NS(=O)(=O)c2ccc(N3CCN(c4ccc(O)cc4)CC3)c([N+](=O)[O-])c2)c(C)c1	9%	3%	6.0	59	-2.4%[50 µM]	1%	5.3%	-0.3%	0%	-9%
COc1cccc(CNC(=O)CCn2ccc3cc(S(=O)(=O)N4CCC(C)CC4)ccc32)c1	7%	-14%	1.2	58	0.2%	14%	-1.3%	-0.2%	-4%	-1%
Cc1ccc(NC(=O)N2CCC(NC(=O)c3ccco3)CC2)cc1	2%	-2%	3.2	54	0.1%	9%	-0.1%	-0.1%	0%	-4%
CCCOc1ccc(C(=O)NCCN2CCOCC2)cc1	6%	-7%	-0.3	64	-0.3%	10%	1.0%	-0.2%	0%	3%
COc1ccc(CCNC(=O)C(=O)NCC2OCCN2S(=O)(=O)c2cc(F)ccc2F)cc1OC (stereo unspecified)	23%	8%	-0.1	57	1.3%	1%	-0.9%	0.0%	-4%	-1%
CC(=O)Nc1ccc(S(=O)(=O)N2CCCCC2c2cccnc2)cc1 (stereo unspecified)	0%	10%	0.4	95	0.2%	-13%	2.3%	0.3%	13%	-3%
CC(C)(C)c1ccc(NNC(=O)C2CCC2)cc1	14%	-8%	-1.3	47	-0.9%	7%	-2.0%	0.2%	-5%	2%
CCOc1ccc(NC(=O)CCCN2C(=O)C(c3ccccc3)Oc3cccnc32)cc1 (stereo unspecified)	14%	12%	-0.2	60	0.1%	1%	0.0%	-0.1%	1%	-9%
CC(=O)c1ccccc1NCC(=O)Nc1ccc(C)cc1	0%	1%	-0.1	42	0.1%	11%	0.0%	0.2%	-4%	-1%
COc1ccc(OCC(=O)NCCNC(=O)c2cccnc2)cc1	-10%	-2%	-1.7	44	1.6%	-12%	1.8%	0.2%	10%	-2%
O=C(NCc1cccs1)c1cccc(S(=O)(=O)N2CCCCC2)c1	7%	5%	-1.3	87	1.5%	0%	0.1%	0.1%	-1%	-10%
CC(NS(=O)(=O)c1ccc(Br)s1)c1ccccc1 (stereo unspecified)	11%	2%	-0.6	87	0.2%	-9%	0.1%	-0.1%	4%	-5%
Cc1c(Cl)c([N+](=O)[O-])nn1CC(=O)NC(C)c1ccccc1 (stereo unspecified)	13%	-7%	1.3	56	-1.3%	0%	1.8%	-0.1%	4%	·
O=[N+]([O-])c1ccc(CSc2nnc(-c3cccnc3)o2)cc1	0%	-6%	-0.6	56	10%	7%	-0.7%	-0.1%	0%	-7%
O=C(CCC(=O)N1CCSc2ccccc21)NC1CCCCC1	1%	-10%	-1.8	41	-1.6%	17%	-0.8%	-0.3%	4%	5%
Cc1ccc(C(=O)CN2C(=O)c3ccccc3S2(=O)=O)cc1	3%	13%	1.8	70	-1.7%	6%	-0.5%	0.3%	7%	-7%
Cc1ccsc1C(=O)NNC(=O)C1C2C=CC(C2)C1C(=O)O (stereo unspecified)	3%	8%	·	·	3.6%	-6%	-1.1%	-0.3%	-2%	-1%
O=C(CCCCCn1nnc2ccccc2c1=O)Nc1ccccc1F	1%	7%	1.1	90	0.1%	6%	-1.6%	-0.1%	-7%	-5%
COc1cccc(NC(=S)Nc2ccc(O)cc2)c1	-37%	-4%	0.4	51	0.1%	0%	-1.0%	0.0%	8%	14%
COCCCNC(=O)COc1cc2c(c3oc(=O)c(C)c(C)c13)CCC(C)(C)O2	19%	9%	-1.8	95	-0.3%[50 µM]	1%	-1.1%	-0.1%	8%	0%
CC(C)CCNC(=O)CCSCCC(=O)NCCC(C)C	15%	6%	1.9	47	8.0%	5%	-2.4%	-0.2%	-8%	2%
COc1ccc2c3c(c(=O)oc2c1OCC(=O)C(C)(C)C)CCCC3	32%	1%	0.3	46	1.1%	-6%	-2.3%	0.2%	-5%	3%
COc1ccc(C2SCCN2S(=O)(=O)c2ccc(F)cc2)cc1OC (stereo unspecified)	-4%	-1%	-1.2	41	i	2%	-2.5%	-0.1%	11%	-3%
CCCCCCCCNC(C)C(O)c1ccc(SC(C)C)cc1 (stereo unspecified)	8%	25%	6.1	11	-20%	-1%	-2.9%	-0.2%	1%	-1%

Structural class: those above with bromine.
SMILES	AID2073	GPR55 LPI antagonism	NTR1 agonist	NTR1 agonist cell count 20 µM	UTI89 phage lysis	GPR35 arrestin U2OS	HIV peptide binding	GPR55 beta-arrestin	SIAH1 antagonists	Dengue-2 NS5 capping
O=S(=O)(c1ccc(-c2csc(Nc3ccc(Br)cc3)n2)cc1)N1CCCC1	-7%	-7%	3.0	69	2.5%	-6%	-0.2%	0.0%	0%	-3%
CC(NS(=O)(=O)c1ccc(Br)s1)c1ccccc1 (stereo unspecified)	11%	2%	-0.6	87	0.2%	-9%	0.1%	-0.1%	4%	-5%
